MITF act: activators of MITF-driven TRPM1 promoter reporter, primary screen, cell-based, SK-MEL-5, luciferase, single point. SK-MEL-5 TRPM1-promoter luciferase, 24 h; % of positive control, neutral wells = 0. activation, % at 12.5 µM. 0.75% of 300,000 active;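 active means mean activation of at least 80% with every replicate also reaching 80%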;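 further: 0% = neutral control wells and 100% = parthenolide positive control wells; values of inactives mirror those of a sister screen read the other way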
SR-BI DiI inh: inhibitors of SR-BI mediated HDL lipid uptake, primary screen, ldlA[mSR-BI] cells, fluorescence, single point | inhibition, % at 12.5 µM | 0.96% of 320,000 active | AID 488896, 2010 | ldlA[mSR-BI] CHO cells, DiI-HDL uptake fluorescence, 3 h;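 active means mean replicate inhibition of at least 70% and a set share of replicates each scoring 70 or more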;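 further: 0% = median of neutral control wells and 100% = median of positive control wells; values of inactives mirror those of a sister screen read the other way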
dFosB act: activators of delta FosB homodimer, primary screen, biochemical, fluorescence polarization, TAMRA-CDK5 oligo, single point; purified delta FosB; percent of positive-control signal above neutral wells; 0.99% of 340,000 active; activation, % at 25 µM; Protein FosB (Mus musculus), P13346;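 active means mean activation above about 17%, with every replicate also reaching it, limit read from the data, passing the limit was not always enough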;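 further: fluorescence polarization rise as delta FosB binds a TAMRA Cdk5 AP-1 oligo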
Target sequence (P13346 whole entry, looked up): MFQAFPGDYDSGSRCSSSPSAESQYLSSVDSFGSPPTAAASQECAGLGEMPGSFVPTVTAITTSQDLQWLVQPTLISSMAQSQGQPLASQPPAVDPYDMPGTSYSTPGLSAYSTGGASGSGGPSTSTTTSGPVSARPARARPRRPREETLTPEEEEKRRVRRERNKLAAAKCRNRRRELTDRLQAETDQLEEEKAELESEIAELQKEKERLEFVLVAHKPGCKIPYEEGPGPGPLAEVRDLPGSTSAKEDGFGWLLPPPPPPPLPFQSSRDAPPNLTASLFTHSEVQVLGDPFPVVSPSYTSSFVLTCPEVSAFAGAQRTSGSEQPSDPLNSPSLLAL
PvdQ inh: P. aeruginosa PvdQ acylase inhibitors, primary screen, biochemical, fluorescence, plate reader and imaging, single point. purified PvdQ acylase. inhibition, % at 10 µM. 0.063% of 340,000 active; in the data active means inhibition above about 30%, passing the limit was not always enough;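 further: 0% = vehicle neutral wells and 100% = reference inhibitor wells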
CDK5 inh: inhibitors of human CDK5/p35 kinase, primary screen, biochemical, single concentration; Cyclin-dependent kinase 5 (Homo sapiens) + Cyclin-dependent kinase 5 activator 1 (Homo …; 0.01% of 330,000 active; inhibition, % at 10 µM; Recombinant CDK5/p35, ADP-Glo luminescence, 60 min;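 active means highest replicate inhibition of at least 50% and at least 75% of replicates reaching 50%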;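 further: plate controls were DMSO neutral control for no effect and GW8510 at 10 µM for full effect; many of its hits are not listed in these tables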
Target sequence (Q00535 whole entry, looked up): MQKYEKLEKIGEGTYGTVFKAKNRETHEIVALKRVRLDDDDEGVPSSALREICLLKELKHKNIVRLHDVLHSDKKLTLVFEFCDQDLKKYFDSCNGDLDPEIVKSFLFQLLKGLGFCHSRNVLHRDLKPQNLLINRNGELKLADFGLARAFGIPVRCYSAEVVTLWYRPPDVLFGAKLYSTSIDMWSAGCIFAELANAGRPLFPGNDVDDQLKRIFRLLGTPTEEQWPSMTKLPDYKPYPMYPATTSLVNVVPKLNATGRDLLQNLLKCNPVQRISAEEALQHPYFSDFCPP
Target sequence (Q15078 whole entry, looked up): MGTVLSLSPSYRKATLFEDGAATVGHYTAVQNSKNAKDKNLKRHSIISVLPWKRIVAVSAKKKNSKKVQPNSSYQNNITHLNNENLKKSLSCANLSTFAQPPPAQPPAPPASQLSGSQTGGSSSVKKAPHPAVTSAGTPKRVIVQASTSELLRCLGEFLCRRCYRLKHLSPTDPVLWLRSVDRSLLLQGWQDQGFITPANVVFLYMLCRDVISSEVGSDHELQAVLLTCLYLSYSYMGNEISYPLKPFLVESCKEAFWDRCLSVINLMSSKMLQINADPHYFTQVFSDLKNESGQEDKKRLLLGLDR
SR-BI DiI-HDL act: activators of SR-BI mediated DiI-HDL uptake, primary screen, ldlA[mSR-BI] CHO cells, DiI fluorescence | 3 h; 100 = double the neutral-control signal | activation, % at 12.5 µM | 0.096% of 320,000 active | AID 504775, 2011;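 active means mean replicate activation of at least 60% and every replicate at or above 60%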;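 further: 0% = median plate neutral-control signal and 100% = twice that signal; values of inactives mirror those of a sister screen read the other way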
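Material: SR-BI-overexpressing, LDLR-lacking CHO cells | Dosing: Single compound concentration, delivered by pin transfer | Probe or stimulus: Labelled HDL, 10 µg/mL | Signal: Bottom-read cell fluorescence after medium removal, ex 550/em 595 nm | Schedule: 3 h, 37 °C | Evaluation: HDL uptake via cellular fluorescence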
Wnt act: Wnt/beta-catenin pathway activators, primary screen, cell-based, plate reader, single point; Wnt/beta-catenin reporter cell assay, activator; activation, % at 9.35 µM; 1.2% of 300,000 active; in the data active means activation above about 30%, passing the limit was not always enough;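 further: 0% = neutral control wells and 100% = positive control wells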
Rtt109 Vps75: inhibitors of C. albicans Rtt109/Vps75 HAT, primary screen, biochemical, ThioGlo CoA-SH fluorescence, plate reader; Histone acetyltransferase RTT109 (Candida albicans (strain SC5314 / ATCC MYA-2876)), …; purified Rtt109/Vps75, 4 h; inhibition, % at 34.9 µM; 0.16% of 330,000 active; AID 540336, 2011;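 active means inhibition of at least 50% in every replicate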
HTR5A ag: HTR5A agonists in luminescence cell assay, primary screen, counter-screen for OPRM1-OPRD1 heterodimer agonist project, full-deck HTS; 5-hydroxytryptamine receptor 5A (Homo sapiens), P47898; activation, % at 9.3 µM; cell-based; 0.61% of 340,000 active; in the data active means activation mostly above about 9.5%, no sharp cut-off; inactive means mostly below about 7.6%;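 further: 0% = cells with vehicle only and 100% = reference agonist; strong numbers were not always called active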
cardiac RTF act: cardiac RTF calcium sensitivity activators, primary screen, biochemical, IANBD-TnC fluorescence, EC20 calcium; activation, % at 7.2 µM; Troponin I, cardiac muscle (Homo sapiens) + Troponin T, cardiac muscle (Homo sapiens) + …; 0.24% of 340,000 active; IANBD-labeled TnC RTF fluorescence at EC20 calcium; 0% EC20 calcium, 100% full calcium;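 active means activation above the mean over all tested compounds plus 3 SD, cut at about 30% in these data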;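 further: rise in fluorescence read as greater calcium sensitivity of cardiac thin filaments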
The depositor's hits bear a star; x = no result given.

No.	Compound	MITF act	SR-BI DiI inh	dFosB act	PvdQ inh	CDK5 inh	SR-BI DiI-HDL act	Wnt act	Rtt109 Vps75	HTR5A ag	cardiac RTF act
1	CC1CCc2cc(F)ccc2N1C(=O)CN1C(=O)c2ccccc2C1=O (configuration not stated)	x	-13	-8	-13	-0.7	13	0	-2	10	5
2	CC(=O)Nc1ccc(S(=O)(=O)N[C@@H](C)C(=O)OCC(=O)Nc2ccc3c(c2)OCCO3)cc1	-2	-13	-6	-2	-6.6	13	-2	0	1	-10
3	COc1ccc(-c2nc(C#N)c(NCC3CCCO3)o2)cc1 (configuration not stated)	22	30	-7	-10	-0.7	-30	x	-4	-5	6
4	CSc1cccc2sc(NC(=O)C3=COCCO3)nc12	68	41	1	-14	0.9	-41	6	-16	1	2
5	COc1ccc(CCNC(=O)c2cc3sccc3n2C)cc1OC	1	24	-17	-7	-1.8	-24	-3	3	2	-6
6	C=CCSc1n[nH]c(-c2cccs2)n1	26	-4	-4	-17	-0.1	4	5	-6	-1	-1
7	O=C(CSc1nnnn1-c1ccccc1)Nc1nsc(-c2ccc(Cl)cc2)n1	-4	4	58*	-13	2.1	-4	x	-10	1	0
8	COC1=CC(=O)OC(c2ccc(OC)cc2)C1 (configuration not stated)	5	-14	-2	-3	1.1	14	-7	4	-5	4
9	CC1CN(c2oc(-c3cccs3)nc2C#N)CC(C)O1 (configuration not stated)	-7	29	3	-36	0.2	-29	x	-10	-1	-1
10	COc1ccc(OCc2cc(C(=O)N3CCC(OC)CC3)no2)c2ccccc12	33	-7	-12	-8	-0.2	7	22	-1	0	0
11	Cc1ccc(SCc2cc(=O)n(C)[nH]2)cc1	11	-13	-2	-1	0.2	13	x	10	4	-6
12	Cc1ccc(C)c(S(=O)(=O)Nc2cc(C)on2)c1	-1	-13	-4	12	-3.7	13	0	20	-2	-3
13	Cc1cc(Cl)ccc1NC(=O)CCC(=O)N/N=C/c1cccnc1	-1	-1	-8	-7	1.1	1	3	-17	-1	2
14	O=C(CNC(=O)Cc1ccccc1)NCC(=O)OCc1ccccc1	3	3	-1	1	-0.5	x	x	16	-1	-1
15	Fc1ccc(NC(=S)N2CCc3[nH]c4ccccc4c3C2)cc1	-10	43	-3	-9	1.4	-43	4	-5	-6	0
16	CC(=O)Cc1nsc(NC(=O)c2cccc(F)c2)n1	18	-7	4	-15	-0.8	7	x	-3	-2	-8
17	Cc1ccc(C(=O)NNC2=Nc3cc([N+](=O)[O-])ccc3OC2)cc1	-7	x	-5	6	1.9	x	2	-1	6	1
18	CC(=O)NC1C(=O)N=C(SCC(=O)Nc2ccc(C(F)(F)F)cc2Cl)NC1=O (configuration not stated)	-12	-14	0	-19	0.4	14	-1	-15	0	0
19	COc1ccc(/C=C/C(=O)NC(=S)Nc2cc3oc4ccccc4c3cc2OC)cc1	-6	-14	2	-15	0.8	14	7	-1	2	-2
20	CC1Cc2ccccc2N1S(=O)(=O)c1cnc(Cl)c(Br)c1 (configuration not stated)	-22	-13	-2	-2	0.5	13	-1	-2	5	1
21	COC(=O)Cn1c(CN2CCOCC2)nc2c1c(=O)n(C)c(=O)n2C	x	-6	0	-19	2.6	6	-2	1	1	-1
22	COC(=O)C(O)(CC(=O)c1ccc(OC)cc1)C(F)(F)F (configuration not stated)	x	-8	4	-12	-1.0	8	x	21	-4	2
23	O=C(/C=C/c1ccc(Br)cc1)NC1CCCCCC1	74	14	-8	-15	-2.5	-14	13	-18	14*	-2
24	O=C(COC(=O)C1C2CC3OC(=O)C1C3C2)Nc1cccc(Cl)c1 (configuration not stated)	2	-41	-1	-17	0.0	41	-8	-17	2	1
25	COc1ccc(OCc2nnc(SCC(=O)N3CCOCC3)o2)cc1	-4	-3	4	-10	0.7	3	-7	-4	-2	-7
26	COc1cc(S(=O)(=O)Nc2ccncc2)ccc1F	5	-8	-2	-11	-2.4	8	0	-4	0	-7
27	O=C(CSc1nnc(-c2ccncc2)o1)Nc1ccccc1Cl	33	-10	-2	-18	-0.4	10	-1	-6	3	4
28	O=C(CC1C(=O)NCCN1C(=O)c1ccccc1)Nc1cc(Cl)ccc1Cl (configuration not stated)	6	-50	-2	3	-0.8	50	0	7	3	0
29	CCOC(=O)c1c(-c2ccc(C)o2)csc1NC(=O)CN1CCC(C(N)=O)CC1	7	15	0	6	0.0	-15	-2	12	-6	2
30	Cc1ccc(NC(=S)N2CCCC(c3nc4ccc(C)cc4[nH]3)C2)c(C)c1 (configuration not stated)	-14	41	-4	-11	-0.3	-41	-16	-3	-2	1
31	O=C(O)CCNc1ccc(Cl)cc1	x	-2	1	-10	1.1	2	-2	3	0	1
32	CCc1ccccc1NC(=O)N1CCC(NC(=O)C(Cc2ccccc2)NC(C)=O)CC1 (configuration not stated)	6	16	-7	-7	0.3	-16	2	-3	0	-1
33	COc1ccccc1N(CC(=O)Nc1ccc(C(F)(F)F)cc1)S(C)(=O)=O	-10	5	-9	-8	2.1	-5	-12	7	2	-1
34	Cc1cc(OCC(=O)N(C)Cc2ccccc2)ccc1Cl	55	-15	-4	-7	-0.4	15	8	-1	5	-8
35	O=C1/C(=C\c2ccccc2)CCc2c1[nH]c1ccccc21	52	17	-14	-5	0.4	-17	39*	1	2	-2
36	Cc1ccc(NC(=O)COc2cccc3ccccc23)c(O)c1	1	6	14	3	0.7	-6	-1	11	4	0
37	O=C(CSc1n[nH]c(=O)[nH]c1=O)Nc1cccc(S(=O)(=O)N2CCOCC2)c1	-3	-4	-3	-2	-0.9	4	-2	-7	8	-3
38	CCOC(=O)c1c(C)nn(-c2ccc(NC(=O)/C=C/C(=O)O)cc2)c1C	x	-18	-4	-16	0.2	18	-8	-40	-1	1
39	COc1ccc(CCNC(=O)C2CC3Cn4c(nc5ccccc54)C3N2Cc2ccccc2)cc1 (configuration not stated)	-3	4	-4	-14	0.2	-4	0	-1	-2	0
40	Cc1cc2c(c(Sc3ccccc3)n1)C(=O)OC2	14	8	1	-2	1.2	-8	-1	6	-2	-3
41	CC(C)(C)C1CCC(=NOC(=O)c2ccc(F)cc2)CC1 (configuration not stated)	-3	-10	1	30	1.6	10	11	3	5	-2
42	CCc1ccc(/C(C)=N/NC(=O)CNC(=O)/C=C/c2ccco2)cc1	6	x	-14	5	0.2	x	x	x	4	-8
43	Nc1nnc(/C=C/c2cccc([N+](=O)[O-])c2)s1	x	-16	-5	2	0.0	16	3	0	3	-8
44	Cc1sc2ncnc(Sc3ccccc3C(=O)Nc3ccccc3Cl)c2c1C	-20	15	-12	-12	-0.2	-15	-1	-3	-3	-2
45	N#C/C(=C\c1ccc(F)cc1)c1nc(-c2ccco2)cs1	71	53	-7	-6	0.6	-53	12	3	7	6

In the list so far, these have a nitro group on carbon.
No.	Compound	MITF act	SR-BI DiI inh	dFosB act	PvdQ inh	CDK5 inh	SR-BI DiI-HDL act	Wnt act	Rtt109 Vps75	HTR5A ag	cardiac RTF act
17	Cc1ccc(C(=O)NNC2=Nc3cc([N+](=O)[O-])ccc3OC2)cc1	-7	x	-5	6	1.9	x	2	-1	6	1
43	Nc1nnc(/C=C/c2cccc([N+](=O)[O-])c2)s1	x	-16	-5	2	0.0	16	3	0	3	-8

(more compounds)
No.	Compound	MITF act	SR-BI DiI inh	dFosB act	PvdQ inh	CDK5 inh	SR-BI DiI-HDL act	Wnt act	Rtt109 Vps75	HTR5A ag	cardiac RTF act
46	COc1ccc(Nc2cc(C)c3cc([N+](=O)[O-])ccc3n2)cc1	-3	64	-8	14	0.6	-64	6	-2	-2	-1
47	Nc1ncc(Br)cc1S(=O)(=O)NCCC(=O)NCCc1ccccc1	33	-18	-4	0	2.3	18	1	-7	-5	-3
48	Cc1noc(C)c1/C=N/Nc1ccccn1	8	-1	-12	-10	-1.3	1	-2	-1	-4	7
49	Cc1oc2nc(SCC(=O)NCc3cccnc3)nc(N)c2c1C	-6	-1	-2	-8	0.9	1	x	3	1	7
50	COc1cccc(/C=C2\SC(=O)NC2=O)c1OCc1ccc(C(=O)O)cc1	57	-18	-8	3	0.9	18	-1	15	-1	8
51	O=C(Nc1cc2c(cc1Cl)OCCO2)c1ccco1	x	-19	-1	4	0.4	19	x	2	6	2
52	O=C(O)C(c1ccccc1)N1C(=O)c2cccc3cccc(c23)C1=O (configuration not stated)	x	-14	-1	-2	-0.2	14	0	0	-4	4
53	COc1ccc(-c2[nH]ncc2CN2CCC(OCc3cccnc3)CC2)c(F)c1	11	2	-3	12	-0.2	-2	-3	-4	0	-6
54	O=C1OC(N2CCN(Cc3ccccc3)CC2)c2ccccc21 (configuration not stated)	x	1	5	1	0.4	-1	x	-3	-5	2
55	Cc1ccccc1C(=O)Nc1ccccc1-n1cccc1	-2	-9	-3	-8	-0.5	9	-1	4	13	-8
56	O=C1NCCn2nc3ccccc3c21	0	-8	1	-6	0.2	8	1	3	4	1
57	CCOC(=O)c1ccc2c(c1)C(=O)N(C1CCCCC1)C2=O	16	16	-10	-10	-1.3	-16	-2	-6	0	1
58	COCCn1c(=NC(=O)CCS(=O)(=O)c2ccccc2)sc2c(OC)ccc(OC)c21	20	-12	2	-19	-0.5	12	1	-18	-2	-3
59	COc1ccc(NC(=O)CN(C)C(=O)C23CC4CC(CC(C4)C2)C3)cc1	-6	48	-5	-17	0.2	-48	4	11	0	2
60	COc1ccc(C)cc1NC(=O)CC1COc2ccccc2O1 (configuration not stated)	-1	12	-9	-4	0.4	-12	-1	2	-1	67*
61	CC(=O)c1cccc(NC(=S)NC(=O)c2ccc(Cl)cc2)c1	97*	15	-1	-15	x	-15	18	11	2	-1
62	Cc1cccc(NC(=O)/C=C/c2ccc3c(c2)OCO3)n1	35	x	0	10	-1.1	x	x	9	3	-1
63	CC(NC(=O)COC(=O)c1nc(Cl)ccc1Cl)c1ccccc1 (configuration not stated)	-10	8	0	-10	-0.2	-8	-4	-2	2	-6
64	CC(NC(=O)c1ccc(Br)cc1)c1ccccc1 (configuration not stated)	-3	-13	-12	7	0.7	13	x	5	-1	0
65	O=C(Nc1ccccc1Cl)C1CCCN(S(=O)(=O)c2ccc(-n3cnnn3)cc2)C1 (configuration not stated)	-7	x	0	-16	2.1	x	-1	-20	-1	0
66	O=C1NC(NS(=O)(=O)c2ccccc2)(C(F)(F)F)C(=O)N1c1cccc(Cl)c1 (configuration not stated)	0	x	-7	10	0.4	x	-4	2	-3	-2

Look-ups from the list:
compound 45 @ Rtt109 Vps75 = 3
compound 13 @ Rtt109 Vps75 = -17
compound 10 @ dFosB act = -12
